# Assay outcomes (PubChem BioAssay)
# EP2 mod – EP2 receptor (human) modulation. EP2-expressing cells, cAMP HTRF FRET, PGE2 co-stimulation. induction, % at 25 µM. 0.83% of 260,000 active. AID 940;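 active = compounds whose cAMP rise, as percent of the full-agonist control response, exceeds 60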;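 note: rat C6 glioma line stably carrying human EP2 under a CMV promoter; the protocol text gives 20 µM as final concentration; 100% = response of wells given 1 µM PGE2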
# Target sequence (P43116 whole entry, looked up): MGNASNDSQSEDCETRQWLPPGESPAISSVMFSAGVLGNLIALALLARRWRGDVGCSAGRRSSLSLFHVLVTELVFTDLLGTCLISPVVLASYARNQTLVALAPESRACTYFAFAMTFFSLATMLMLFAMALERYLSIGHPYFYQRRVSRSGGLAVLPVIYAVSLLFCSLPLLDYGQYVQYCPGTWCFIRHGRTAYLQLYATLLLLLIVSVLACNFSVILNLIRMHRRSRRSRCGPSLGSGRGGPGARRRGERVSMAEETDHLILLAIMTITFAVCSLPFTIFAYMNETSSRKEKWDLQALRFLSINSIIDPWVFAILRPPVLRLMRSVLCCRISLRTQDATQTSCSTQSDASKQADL
# m-calpain inh – inhibitors of pig calpain II; purified calpain II, fluorogenic peptide substrate, 30 min; inhibition, % at 16 µM; 0.37% of 220,000 active; AID 1236;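 active = inhibition above about 50%, limit read from the data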
# Hck Nef HTS – blocks Nef-activated human Hck kinase; P08631; 0.68% of 220,000 active; inhibition, % at 20 µM; Recombinant Hck-YEEI plus Nef, Z-Lyte FRET kinase assay; AID 463187;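 active = Hck-Nef kinase inhibition above about 50%, limit read from the data; inactive = inhibition below that limit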;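 note: 0% = DMSO with Hck plus Nef and 100% = Hck alone without Nef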
# zVAD death inh – L929 zVAD cell death inhibition; AID 1377; L929 zVAD necroptosis rescue, ATP luminescence, 24 h; with zVAD 60 µM; viability rescue, % at 10 µM; 0.38% of 220,000 active;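 active = activation, scaled between plate controls, above about 75%, limit read from the data; inactive = activation under that limit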;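 note: 0% = zVAD with DMSO and 100% = DMSO alone without zVAD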
# 14-3-3 Bad inh – disrupts binding of bovine 14-3-3 zeta to phospho-Bad peptide | P63103 | TR-FRET 14-3-3zeta/Dy647-pBad peptide displacement, 1 h | inhibition, % at 21.7 µM | 0.71% of 220,000 active | AID 781;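 active = inhibition above about 70%, limit read from the data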;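 note: 0% = full 14-3-3 plus peptide FRET controls and 100% = background without 14-3-3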
# Target sequence (P63103 whole entry, looked up): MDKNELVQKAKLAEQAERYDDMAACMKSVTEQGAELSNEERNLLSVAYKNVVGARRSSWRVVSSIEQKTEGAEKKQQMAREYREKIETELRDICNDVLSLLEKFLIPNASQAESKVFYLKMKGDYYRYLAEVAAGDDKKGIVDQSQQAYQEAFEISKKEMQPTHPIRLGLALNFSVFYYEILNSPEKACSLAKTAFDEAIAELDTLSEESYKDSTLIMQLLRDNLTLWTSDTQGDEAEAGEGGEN
# eIF4E-4G inh – blocks eIF4E binding to eIF4G | 0.37% of 220,000 active | TR-FRET eIF4E-eIF4GI(517-606) binding, 2 h | inhibition, % at 21.7 µM;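 active = inhibition above about 30%, limit read from the data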;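 note: 0% = full FRET control wells and 100% = background wells lacking eIF4GI fragment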
# Rad51 HR inh – Rad51 (human) homologous recombination inhibition. Q06609. hRad51 DNA strand exchange, fluorescence dequenching. inhibition, % at 10 µM. 0.085% of 200,000 active;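 active = inhibition above 40% at the single screening dose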;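 note: 0% = DMSO control wells and 100% = blanks with heterologous ssDNA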
# Target sequence (Q06609 whole entry, looked up): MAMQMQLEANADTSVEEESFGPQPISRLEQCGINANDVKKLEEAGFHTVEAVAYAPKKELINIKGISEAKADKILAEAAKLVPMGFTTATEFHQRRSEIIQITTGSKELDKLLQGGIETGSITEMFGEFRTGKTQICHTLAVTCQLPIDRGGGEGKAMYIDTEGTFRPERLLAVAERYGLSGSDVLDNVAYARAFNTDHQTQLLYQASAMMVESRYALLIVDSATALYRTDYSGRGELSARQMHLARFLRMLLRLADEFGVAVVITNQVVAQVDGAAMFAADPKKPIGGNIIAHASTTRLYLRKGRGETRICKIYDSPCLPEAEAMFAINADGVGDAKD
#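 material = hRad51 filaments on single-stranded DNA | timing = filaments 15 min 37 °C, then compound 30 min | signal = FRET fluorescence dequenching, excitation 485 nm, emission 520 nm | benchmarks = control wells and blank wells on each plate | evaluation = percent inhibition relative to plate controls and blanks | compound = 10 µM final, single point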
# PGE2 EP2 inh – blocks the human prostaglandin E2 receptor EP2. P43116. C6 glioma cells expressing human EP2, cAMP TR-FRET; cells stimulated with saturating PGE2. inhibition, % at 25 µM. 0.52% of 260,000 active;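 active = percent inhibition above 40 after rounding to a whole number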;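 note: rat C6 glioma host cells with rolipram phosphodiesterase inhibitor present; the protocol text gives 20 µM as final concentration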
# TbHK1 inh – blocks Trypanosoma brucei hexokinase 1 activity | recombinant TbHK1, G6PDH-coupled NADH A340 | inhibition, % at 10 µM | 0.11% of 220,000 active | AID 1430;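 active = inhibition of 50% or more in the single-dose primary screen; inactive = inhibition below 50%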
# * hit, by the source's call; i = inactive; / = no result given; & = joins results of further samples; [ ] = dose if it differs, or a comment. Not all compounds are listed, so the mix of outcomes need not match the whole.
SMILES,EP2 mod,m-calpain inh,Hck Nef HTS,zVAD death inh,14-3-3 Bad inh,eIF4E-4G inh,Rad51 HR inh,PGE2 EP2 inh,TbHK1 inh
CCC(NC(=O)Cn1cnc2c(=O)n(C)c(=O)n(C)c21)c1ccccc1 (stereo not drawn),10,6,2,0.0,9,-5,-6,1,2
COc1ccc(C)cc1N(C(=O)c1cccc(F)c1)c1nc2ccccc2s1,54,16,2,-0.3,6,3,-8,5,-3
O=C(c1cc2c(ccc3ccccc32)o1)N1CCN(c2ncc(C(F)(F)F)cc2Cl)CC1,-49,13,-2,1.3,7,-16,5,18,-2
COc1ccc2c(=O)cc(-c3cccnc3)oc2c1OC,4,-9,27,0.3,-2,-5,-5,9,-31
CCn1c(SCC(=O)NC2CCCc3ccccc32)nnc1-c1ccncc1 (stereo not drawn),-9,-7,-7,0.9,-7[fluorescence artefact?],-2,21,8,1
CCOc1ccc(-n2c(SCC(=O)Nc3ccccc3C)n[nH]c2=O)cc1,22,-22,0,0.1,15,-16,1,14,-6
O=C(NCCc1ccccc1)C1CCN(S(=O)(=O)c2ccc(-c3nn[nH]n3)cc2)CC1,23,-5,1,0.2,42[fluorescence artefact?],1,-9,8,0
Cc1cc(C(=O)COC(=O)c2ccc(N)c([N+](=O)[O-])c2)c(C)n1-c1ccc2c(c1)OCO2,9,-34,-6,-0.5,-17,-6[fluorescence artefact?],2,4,11
Oc1ccc2c(c1)C1CCCC1(N1CCOCC1)O2 (stereo not drawn),2,-17,-8,0.5,-6,5,-9,3,0
CCC(=O)N1CCc2cc(S(=O)(=O)NCCC(=O)Nc3cc(C)cc(C)c3)ccc21,-25,23,0,3.6,-4,7,2,3,0
COC(=O)C1=CN(CC2CCCO2)C=C(C(=O)OC)C1c1cccc(O)c1 (stereo not drawn),-9,i,71*,0.0,-9,-3,5,9,-9
CCCCn1c(=NC(=O)c2cccnc2)c(C(=O)OCC)cc2c(=O)n3ccccc3nc21,31,-394,13,-0.4,2,6,-3,10,-5
C=CCN1C(=O)CSC1=Nc1ccc(O)cc1,-26,9,-2,-0.1,3[fluorescence artefact?],-8[fluorescence artefact?],-9,14,-10
CCCCOc1ccc(/C(O)=C2/C(=O)C(=O)N(CCN(C)C)C2c2ccc(O)c(OC)c2)cc1 (stereo not drawn),14,-11,-7,-1.8,13,-1,1,11,-15
Cc1cccc(CN2CCN(CC(=O)N3CCCC3)C2=O)c1,-4,12,-2,-1.0,4[fluorescence artefact?],0[fluorescence artefact?],-8,6,-5
O=C(NC1(C(F)(F)F)NC(=O)N(C2CCCC2)C1=O)C1CC1 (stereo not drawn),-1,-3,10,0.0,6,3,27,15,-1
N#Cc1c(SCC(=O)O)nc(N2CCCCC2)c2c1CCCC2,45,-11,-6,-0.8,8,5,-3,10,-7
COc1cccc(-n2cn[nH]c2=S)c1,-15,10,3,1.0,-9,1,-37,8,-2
Cn1c(CNc2ccccc2)cc(=O)n(C)c1=O,8,-19,1,-0.1,-3,2[fluorescence artefact?],/,8,-1
COCCCNC(=S)N1CCCN(c2nc3cc(C)ccc3cc2C#N)CC1,-2&-41,-110,12,-0.1,-15,0,9,11&3,1
COc1ccc(S(=O)(=O)N=C2C=C(C)C(=O)C(C)=C2)cc1,4,-14,1,1.6,72*,4,-2,5,-7
Cc1ccc2c(CC(=O)OCC(=O)Nc3ccc(Cl)cn3)coc2c1,5,8,-4,0.2,25,0,-8,5,15
CCc1cc(C(c2ccc(F)cc2)N2CCOCC2)c(NC(=O)c2ccccc2)s1 (stereo not drawn),19,11,-1,0.0,-7,-11[fluorescence artefact?],7,8,-3
Cc1cc(C)nc(NN=C2CCCC2)n1,0,0,2,0.2,0,3,2,9,-7
CCN(CC)S(=O)(=O)c1ccc(OCCNS(C)(=O)=O)cc1,-10,4,2,0.4,-2,1,/,8,-4
C(=C\c1ccccn1)/c1ccncc1,6,-21,25,-0.5,0,-7,-28,10,-4
Cc1ccc(C(=O)Nc2cccc(-c3cnc4ccccc4n3)c2)cc1,-5,11,2,0.1,0,-3,-4,3,-5
O=C1CSC2(C(=O)N3CCCc4cccc2c43)N1c1cccc(C(F)(F)F)c1 (stereo not drawn),32,1,2,0.1,-6,-4[fluorescence artefact?],3,2,3
O=S(=O)(NCc1ccccn1)c1ccc(F)cc1,1,10,4,-0.2,-6,-3,-3,6,49
CC(=O)Oc1ccc(Cl)cc1/C=C/c1ccc2ccccc2n1,-6,-10,0,34,0[fluorescence artefact?],-7,5,8,-11
O=C1N(c2cccc3ccccc23)C(c2ccccc2)N2CCCN12 (stereo not drawn),26,9,4,-0.6,3[fluorescence artefact?],0[fluorescence artefact?],/,7,-3
O=C(O/N=C(/c1ccccc1)c1ccncc1)c1ccc(F)cc1,25,3,-11,1.6,-1,-12,12,4,-2
C=CCn1c(=O)c2ccccc2n2c(SCC(=O)N3CCCc4ccccc43)nnc12,-1,9,1,-0.1,-5,-5,0,5,-2
COc1ccc(NC(=O)c2ccc(-c3ccc([N+](=O)[O-])cc3)o2)cc1OC,-82,-12,5,0.6,-18,-6[fluorescence artefact?],/,29,1
CC(C)CC(=O)Nc1ccccc1N1CCN(C(=O)c2ccccc2)CC1,-17,-2,6,0.2,-4[fluorescence artefact?],2,/,/,-7
c1ccn2c(SCc3cn4ccsc4n3)nnc2c1,26,-6,1,-0.2,-5,13,-9,9,-3
Cn1c(SCC(=O)NCc2ccc(F)cc2)nc2ccccc21,3,2,0,-0.4,15[fluorescence artefact?],0[fluorescence artefact?],-1,10,-1
CC(=O)Nc1ccc2c(c1)C(=O)N(C1CCCCC1)C2=O,14,-252,2,-0.6,0,1,-3,8,4
CC1(C)CC(NC2C3CC4CC(C3)CC2C4)CC(C)(C)N1 (stereo not drawn),-24,-23,3,-0.5,-20,-4,-8,12,-1
Cc1[nH]nc2nc(SCC(=O)NCC3CCCO3)n(-c3ccc(Br)cc3)c(=N)c12 (stereo not drawn),-3,-20,2,4.2,-8,2,-4,9,-9
COc1ccc2cc3cc(C(=O)NCCN4CCc5ccccc5C4)oc3nc2c1,-51,i,0,-0.1,4[fluorescence artefact?],13,-7,20,-37
COc1ccccc1OCc1ccc(C(=O)NC(C)(C)C)o1,-21,-23,6,-0.4,2[fluorescence artefact?],4,-1,11,11
O=S(=O)(NC(=S)NC1CCCCC1)c1cccs1,20,-8,-29,3.9,1,-3,11,6,0
CCC(=O)Nc1cccc(NC(=S)NC(=O)c2ccc(C)cc2)c1,-20,-1,18,1.4,-7,0,1,4,-2
CCC(=O)Nc1ccc2c(c1)C(=O)c1ccccc1C2=O,-25,-40,0,49,34,-17,2,8,-7
COc1cc2c(cc1OC)C(C)N(C(=O)c1cc3c(s1)-c1c(C)cccc1OC3)CC2 (stereo not drawn),-26,-326,-5,/,-7,3,/,8,-20
CCCn1c(=O)c(C(=O)NCc2ccncc2)c(O)c2ccccc21,56,-14,-1,0.9,-14,-3,2,16,0
c1ccc(OCCOc2ncnc3sccc23)cc1,10,-16,0,-0.1,4,-4[fluorescence artefact?],3,11,2
NNC(=O)CCc1ccc(S(=O)(=O)N2CCOCC2)cc1,14,-31,22,3.3,-20,3,5,5,0
COc1ccc(CCNC(=O)C2(C)CCC(=O)N2Cc2ccc3c(c2)OCO3)cc1OC (stereo not drawn),12,9,21,0.5,-3,-5,0,5,3
N#CC1=C(N)Nc2ncnn2C1c1ccc(F)cc1 (stereo not drawn),8,-14,2,2.4,-9,5[fluorescence artefact?],-3,5,-4
O=[N+]([O-])c1ccc2nc(/C=C/c3ccc(Cl)cc3)[nH]c2c1,-23,-52,1,5.4,13[fluorescence artefact?],-9,1,24,-21
Cc1c(C(=O)Nc2ccc(Cl)cc2)c2ccccn2c1C(=O)c1ccc([N+](=O)[O-])cc1,13,-169,20,-0.1,-11,-15,12,17,-25
COc1ccccc1Cn1nnc2c(=O)[nH]c(C3CCN(C(=O)c4ccc(C)cc4)CC3)nc21,12,-6,2,0.1,5[fluorescence artefact?],-2,/,/,-5
O=S(=O)(NCc1cc(-c2ccccc2)no1)c1ccc(Cl)cc1,-9,20,0,-0.1,57,-12,2,11,4
COc1ccc(N(C(=O)c2ccc(C)cc2)S(=O)(=O)c2cccs2)cc1,33,2,3,0.9,-4,3,12,3,34
O=C(NCc1ccco1)/C(=C/C=C/c1ccccc1)NC(=O)c1ccco1,3,-60,18,0.9,-12,-1,8,5,-34
C=CCn1c(-c2ccccc2OC)n[nH]c1=S,21,7,0,1.1,0,5,-4,6,-2
CC(C)C(NS(=O)(=O)c1cccc2nsnc12)C(=O)N1CCc2ccccc2C1 (stereo not drawn),/,/,0,-0.4,/,/,-11,7,-6
CCCCOC(=O)CSc1nc(N)c(C#N)c(-c2ccc(OCC)cc2)c1C#N,74*,-75,-1,1.2,-17[fluorescence artefact?],-11[fluorescence artefact?],-2,17,-5
# Next part
SMILES,EP2 mod,m-calpain inh,Hck Nef HTS,zVAD death inh,14-3-3 Bad inh,eIF4E-4G inh,Rad51 HR inh,PGE2 EP2 inh,TbHK1 inh
Cc1ccc(CN2CCN(Cc3cnc(N4CCOCC4)s3)CC2CCO)o1 (stereo not drawn),-9,-19,61*,1.4,-10,-1,0,4,-4
CCOc1ccccc1N1Cc2ccccc2C1,26,-63,-17,0.0,8,-4,/,/,2
Cc1ccc(S(=O)(=O)N(C)c2ccc3sc(C)nc3c2)cc1,-81,-22,19,2.1,-8,-2,3,5,-3
CC1=C(C(=O)OCC2CCCO2)C(c2coc3ccccc3c2=O)C2=C(CCCC2=O)N1 (stereo not drawn),34,-19,6,0.5,-4,4,-1,8,-13
O=c1c2ccccc2nc(SCc2cn3ccsc3n2)n1-c1ccccc1,10,12,1,0.2,-5,1,1,11,-6
CSCCC(NS(=O)(=O)c1ccc2c(c1)oc(=O)n2C)C(=O)NCc1ccccc1 (stereo not drawn),0,-24,18,-0.3,-4,-5,-4,6,-8
COc1ccccc1N1CCN(C(=O)COc2cc(C)cc(C)c2)CC1,-25,-10,-44,4.3,-8,2,0,11,-1
COc1ccc(-c2csc3nc(-c4ccc(C)cc4)oc(=O)c23)cc1OC,8,-35,42,0.8,42,22[fluorescence artefact?],4,10,-13
CC1C(C(=O)Nc2ccccc2)CCCC1(C)C(=O)O (stereo not drawn),3,7,-3,0.2,-2,3,-4,1,3
COc1ccccc1OCc1nc(C#N)c(N2CCCC2)o1,-18,6,17,0.6,6,1,4,7,-2
O=C(NNC(=O)C1CCCCC1)C(=O)NC1CCCCC1,22,-18,-1,-0.1,-5[fluorescence artefact?],-1,-6,16,0
O=C1CCN(C2CCN(Cc3nc(Cc4ccccc4F)no3)CC2)CCN1,-4,11,-12,0.6,-5,4,-48,0,-9
O=C(Cc1ccccc1[N+](=O)[O-])NCc1ccc(Cl)cc1Cl,5,20,-1,0.6,2,-1,2,5,7
CCOC(=O)C(NC(=O)Nc1cccc(C)n1)(OCC(F)(F)F)C(F)(F)F (stereo not drawn),7,1,0,-0.1,2,-1,-2,10,5
Oc1ccccc1CNc1cccc2cccnc12,21,11,16,0.0,-10,0,/,0,-7

# At a glance, some entries already given.
SMILES,EP2 mod,m-calpain inh,Hck Nef HTS,zVAD death inh,14-3-3 Bad inh,eIF4E-4G inh,Rad51 HR inh,PGE2 EP2 inh,TbHK1 inh
COc1ccccc1OCc1nc(C#N)c(N2CCCC2)o1,-18,6,17,0.6,6,1,4,7,-2
O=C(NNC(=O)C1CCCCC1)C(=O)NC1CCCCC1,22,-18,-1,-0.1,-5[fluorescence artefact?],-1,-6,16,0
